Compound activity as filed in PubChem BioAssay.
Hsp70 displacement: Hsp70 inhibitors, probe displacement, primary screen, biochemical, fluorescence polarization (AID 583); Hsp70 fluorescence polarization probe displacement, mP; higher % means a stronger effect; displacement, % at 20 µM, or IC50 in µM where a hit was titrated; 140,000 compounds, 0.06% hits; in the data active = displacement above about 50%;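 note: plate controls were vehicle for no effect and reference ligand for full effect; a part of the inactive calls stands beside numbers as strong as those of hits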
MKP-3 inhibition: MKP-3 phosphatase inhibitors, primary screen, biochemical, rat enzyme, in vitro (AID 425) | recombinant MKP-3 phosphatase activity, fluorescence; higher % means a stronger effect | inhibition, % at 20 µM, or IC50 in µM where a hit was titrated | 110,000 compounds, 0.17% hits; in the data active = inhibition above about 50%;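 note: plate controls were vehicle for no effect and reference inhibitor for full effect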
The depositor's hits bear a star; & = joins results of further samples. An excerpt (hit frequency here may not be typical).

For COc1cccc2c(Cl)c(CC=C(Cl)Cl)c(C)nc12 the results were Hsp70 displacement 2.1% and MKP-3 inhibition 74%*.
`Cc1nnc(SCC(=O)N(C)Cc2ccccc2)[nH]c1=O` gave Hsp70 displacement 21% and MKP-3 inhibition -3%.
S=C(Nc1ccccc1)Nc1ccc(Oc2ccc(NC(=S)Nc3ccccc3)cc2)cc1 was read as Hsp70 displacement -1.8% and MKP-3 inhibition -1%.
For COc1cccc(C(=O)Cn2c(N3CCCCC3)nc3c2c(=O)n(C)c(=O)n3C)c1 the results were Hsp70 displacement 3.5% and MKP-3 inhibition 0%.
`CC(=O)Nc1ccc(S(=O)(=O)Nc2c(C)n(C)n(-c3ccccc3)c2=O)cc1` gave Hsp70 displacement 7.0% and MKP-3 inhibition -8%.
`COC(=O)COc1ccc(S(=O)(=O)Nc2ccc(NC(C)=O)cc2)cc1` gave Hsp70 displacement 3.0% and MKP-3 inhibition -17%.
`COc1ccc2c(c1)C(=O)N(c1ccccc1OC)C(=O)C2` gave Hsp70 displacement 2.2% and MKP-3 inhibition -5%.
`Clc1ccccc1Cn1nnc2c(N3CCOCC3)nc(C3CC3)nc21` gave Hsp70 displacement -4.0%.
`Cc1ccc(-c2nnc(NC(=O)Nc3ccccc3)s2)cc1C` gave Hsp70 displacement 6.6% and MKP-3 inhibition 0%.
Screening COc1ccc(-n2c(SCC(=O)Nc3nccs3)nc3c(c2=O)SCC3)cc1 returned Hsp70 displacement -3.3% and MKP-3 inhibition -4%.
Screening COc1ccc(N2C(=O)CCC(C(=O)N(C)C3CCCCC3)C2c2ccc(OC)c(OC)c2)cc1 (configuration not stated) returned Hsp70 displacement 5.3% and MKP-3 inhibition 5%.
COCCCn1c2nc3ccccc3nc2c2c(=O)n(-c3ccccc3OC)c(C)nc21 was read as Hsp70 displacement 3.9% and MKP-3 inhibition 4%.
`O=C(Nc1cccc([N+](=O)[O-])c1)c1sc2ccccc2c1Cl` gave Hsp70 displacement -1.9% and MKP-3 inhibition 0%.
Screening Nc1nc(N)c2sc3nc4c(cc3c2n1)CCC4 returned Hsp70 displacement -5.0% and MKP-3 inhibition 3%.
Screening COc1cc(C2=NOC(C(=O)Nc3ccc(C(C)=O)cc3)C2)cc(OC)c1OC (configuration not stated) returned Hsp70 displacement -4.5% and MKP-3 inhibition -2%.
O=C(Nc1cc(C(F)(F)F)ccc1N1CCOCC1)c1ccco1 was read as Hsp70 displacement 6.3% and MKP-3 inhibition -10%.
`Cc1ccc(NC(=O)CN(C)S(=O)(=O)c2cccs2)cc1F` gave MKP-3 inhibition 6%.
Screening O=C(O)c1ccc(-c2ccc(Br)cc2)o1 returned Hsp70 displacement 0.0% and MKP-3 inhibition 1%.
For COC(=O)c1cc(NC(=O)S(=O)(=O)c2ccc(C)cc2)cc(C(=O)OC)c1 the results were Hsp70 displacement 4.1% and MKP-3 inhibition -2%.
`Cc1ccccc1OCC(=O)Nc1ccccc1N1CCCCC1` gave Hsp70 displacement 3.8% and MKP-3 inhibition -3%.
Oc1c(CN2CCCCC2)cc(COCc2ccccc2)c2cccnc12 was read as Hsp70 displacement -3.3% and MKP-3 inhibition -1%.
Screening O=S(=O)(c1ccc(Cl)c(F)c1)N1CCC(c2nc(-c3ccncc3)no2)CC1 returned Hsp70 displacement -2.0% and MKP-3 inhibition -18%.
Screening CC(=O)c1c(CC(=O)O)[nH]n(-c2nc3ccccc3s2)c1=O returned Hsp70 displacement 9.0%.
CCOc1cc(S(=O)(=O)NCCc2ccc(OC)c(OC)c2)c(OCC)cc1-n1cnnn1 was read as Hsp70 displacement -3.4%.
COc1ccc(Br)cc1C(=O)Nc1ccc(C(C)=O)cc1 was read as Hsp70 displacement 2.9% and MKP-3 inhibition 2%.
Screening COc1ccc(S(=O)(=O)N(CCc2ccccc2)CC(=O)Nc2ccc(Br)cc2)cc1OC returned Hsp70 displacement 2.8% and MKP-3 inhibition 0%.
`Clc1ccc(C(c2nnnn2CCc2ccccc2)N2CCSCC2)cc1` (configuration not stated) gave Hsp70 displacement 1.4%.
Cc1cc2ncn(C(=O)N3CCCCC3)c2cc1C was read as Hsp70 displacement -1.7% and MKP-3 inhibition -8%.
For Cc1cccc(C)c1NS(=O)(=O)c1c(C)[nH]c(=O)[nH]c1=O the results were Hsp70 displacement -5.2% and MKP-3 inhibition -5%.
`CC(=O)Nc1ccc(S(=O)(=O)NCCc2cc3c(C)ccc(C)c3[nH]c2=O)cc1` gave Hsp70 displacement -2.5% and MKP-3 inhibition -3%.
Screening COCCN1C(=O)/C(=C/c2cccc([N+](=O)[O-])c2)SC1=S returned Hsp70 displacement -0.7% and MKP-3 inhibition 5%.
For CCOC(=O)c1c(NC(=O)c2ccccc2)sc(C)c1CC the results were Hsp70 displacement 2.6% and MKP-3 inhibition -2%.
`Cc1ccc(C(CC(N)=O)c2ccco2)cc1` (configuration not stated) gave Hsp70 displacement 3.2%.
For CCN(CC)c1ccc(C(=O)N2CCCCC2)cc1 the results were Hsp70 displacement -4.3% and MKP-3 inhibition -4%.
Screening Nc1nc2sc3c(c2c(=O)s1)CCCC3 returned Hsp70 displacement 1.6% and MKP-3 inhibition 7%.
O=[N+]([O-])c1ccccc1/C=N/Nc1nc(-c2ccccc2)cs1 was read as Hsp70 displacement -2.1% and MKP-3 inhibition 4%.
For O=C(Cn1cc([N+](=O)[O-])cn1)N1N=C(C(F)F)CC1(O)C(F)F (configuration not stated) the results were Hsp70 displacement -1.5%.
Cc1c(OCC(=O)c2ccccc2)ccc2c(-c3ccccc3)cc(=O)oc12 was read as Hsp70 displacement 1.4% and MKP-3 inhibition 2%.
For COc1ccc(CCC(=O)Nc2sc3c(c2C(N)=O)CCCCC3)cc1 the results were Hsp70 displacement 3.9% and MKP-3 inhibition 2%.
Screening COc1ccc(-n2nnnc2S(=O)(=O)Cc2ccc(C(=O)O)cc2)cc1 returned Hsp70 displacement 13% and MKP-3 inhibition 8%.

Nothing new here: entries from further up.
For COc1cccc2c(Cl)c(CC=C(Cl)Cl)c(C)nc12 the results were Hsp70 displacement 2.1% and MKP-3 inhibition 74%*.
`Cc1nnc(SCC(=O)N(C)Cc2ccccc2)[nH]c1=O` gave Hsp70 displacement 21% and MKP-3 inhibition -3%.
S=C(Nc1ccccc1)Nc1ccc(Oc2ccc(NC(=S)Nc3ccccc3)cc2)cc1 was read as Hsp70 displacement -1.8% and MKP-3 inhibition -1%.
For COc1cccc(C(=O)Cn2c(N3CCCCC3)nc3c2c(=O)n(C)c(=O)n3C)c1 the results were Hsp70 displacement 3.5% and MKP-3 inhibition 0%.
`CC(=O)Nc1ccc(S(=O)(=O)Nc2c(C)n(C)n(-c3ccccc3)c2=O)cc1` gave Hsp70 displacement 7.0% and MKP-3 inhibition -8%.
`COC(=O)COc1ccc(S(=O)(=O)Nc2ccc(NC(C)=O)cc2)cc1` gave Hsp70 displacement 3.0% and MKP-3 inhibition -17%.
`COc1ccc2c(c1)C(=O)N(c1ccccc1OC)C(=O)C2` gave Hsp70 displacement 2.2% and MKP-3 inhibition -5%.
`Clc1ccccc1Cn1nnc2c(N3CCOCC3)nc(C3CC3)nc21` gave Hsp70 displacement -4.0%.
`Cc1ccc(-c2nnc(NC(=O)Nc3ccccc3)s2)cc1C` gave Hsp70 displacement 6.6% and MKP-3 inhibition 0%.
Screening COc1ccc(-n2c(SCC(=O)Nc3nccs3)nc3c(c2=O)SCC3)cc1 returned Hsp70 displacement -3.3% and MKP-3 inhibition -4%.
Screening COc1ccc(N2C(=O)CCC(C(=O)N(C)C3CCCCC3)C2c2ccc(OC)c(OC)c2)cc1 (configuration not stated) returned Hsp70 displacement 5.3% and MKP-3 inhibition 5%.
COCCCn1c2nc3ccccc3nc2c2c(=O)n(-c3ccccc3OC)c(C)nc21 was read as Hsp70 displacement 3.9% and MKP-3 inhibition 4%.
`O=C(Nc1cccc([N+](=O)[O-])c1)c1sc2ccccc2c1Cl` gave Hsp70 displacement -1.9% and MKP-3 inhibition 0%.
Screening Nc1nc(N)c2sc3nc4c(cc3c2n1)CCC4 returned Hsp70 displacement -5.0% and MKP-3 inhibition 3%.
Screening COc1cc(C2=NOC(C(=O)Nc3ccc(C(C)=O)cc3)C2)cc(OC)c1OC (configuration not stated) returned Hsp70 displacement -4.5% and MKP-3 inhibition -2%.
O=C(Nc1cc(C(F)(F)F)ccc1N1CCOCC1)c1ccco1 was read as Hsp70 displacement 6.3% and MKP-3 inhibition -10%.
`Cc1ccc(NC(=O)CN(C)S(=O)(=O)c2cccs2)cc1F` gave MKP-3 inhibition 6%.
Screening O=C(O)c1ccc(-c2ccc(Br)cc2)o1 returned Hsp70 displacement 0.0% and MKP-3 inhibition 1%.
For COC(=O)c1cc(NC(=O)S(=O)(=O)c2ccc(C)cc2)cc(C(=O)OC)c1 the results were Hsp70 displacement 4.1% and MKP-3 inhibition -2%.

A section taken from the entries so far, as a working copy:
Screening COc1ccc(N2C(=O)CCC(C(=O)N(C)C3CCCCC3)C2c2ccc(OC)c(OC)c2)cc1 (configuration not stated) returned Hsp70 displacement 5.3% and MKP-3 inhibition 5%.
COCCCn1c2nc3ccccc3nc2c2c(=O)n(-c3ccccc3OC)c(C)nc21 was read as Hsp70 displacement 3.9% and MKP-3 inhibition 4%.

Carrying on.
Screening COc1ccc(NCc2n[nH]c(=O)c3ccccc23)cc1 returned Hsp70 displacement -2.0%.
For CCOC(=O)Cc1csc(NC(=O)c2c(-c3c(F)cccc3Cl)noc2C)n1 the results were Hsp70 displacement -6.1% and MKP-3 inhibition 2%.
`Cc1cc(OCC(=O)O/N=C(\N)c2ccc([N+](=O)[O-])cc2)ccc1Br` gave Hsp70 displacement 2.4% and MKP-3 inhibition 1%.
`Cc1c(C2(O)C(=O)Nc3ccc(F)cc32)c(=O)n(-c2ccccc2)n1C` (configuration not stated) gave Hsp70 displacement 2.9% and MKP-3 inhibition -22%.
Cc1nnc(SCc2ccccc2)n1CC1CCCO1 (configuration not stated) was read as Hsp70 displacement 4.3%.
`O=C(CCCN1C(=O)/C(=C/c2ccccc2)SC1=S)Nc1ccccc1` gave Hsp70 displacement 1.6% and MKP-3 inhibition 0%.
Screening O=C(CN1CCCCC1)Nc1ccccc1 returned Hsp70 displacement -1.3%.
Screening CCOC(=O)C1=C(O)/C(=C/c2ccc(OCC(N)=O)cc2)N=C1C returned Hsp70 displacement -2.7% and MKP-3 inhibition 2%.
For O=c1c(Oc2ccccc2Br)c(C(F)(F)F)oc2cc(O)ccc12 the results were Hsp70 displacement 2.2% and MKP-3 inhibition 2%.
`CCC(C)NC(=O)c1ccccc1NC(=O)Nc1ccccc1` (configuration not stated) gave Hsp70 displacement 1.1%.
O=C(Nc1nc(-c2cccc3ccccc23)cs1)c1cccs1 was read as Hsp70 displacement -0.7% and MKP-3 inhibition 2%.
Cc1oc(-c2ccccc2)cc1C(=O)O was read as Hsp70 displacement -1.8% and MKP-3 inhibition 2%.
`CCOC(=O)C1CCCN(CC(=O)NC2CC2)C1` (configuration not stated) gave Hsp70 displacement -0.5% and MKP-3 inhibition 0%.
Screening Cc1cccc(N2C(=O)CC(SC(=N)N3N=C(c4cccs4)CC3c3ccc(Br)cc3)C2=O)c1 (configuration not stated) returned Hsp70 displacement 3.7% and MKP-3 inhibition 2%.
Screening NS(=O)(=O)c1ccc(CCNC(=O)Nc2ccc(Cl)cc2)cc1 returned Hsp70 displacement 1.7%&5.4% and MKP-3 inhibition -13%&-3%.
Screening COc1cc(Nc2ccc(C)cc2)c([N+](=O)[O-])nc1[N+](=O)[O-] returned Hsp70 displacement 1.9%.
Screening O=C(O)c1ccc(CNC(=O)C2CCCCC2C(=O)O)cc1 (configuration not stated) returned Hsp70 displacement 3.8% and MKP-3 inhibition 2%.
CCCn1nnnc1SCC(=O)N1CCOCC1 was read as Hsp70 displacement 0.6% and MKP-3 inhibition -7%.
Screening O=C(COC(=O)c1ccco1)NC1CCCCC1 returned Hsp70 displacement 2.7% and MKP-3 inhibition -8%.
`Cc1ccc(-n2c(-c3cccc(C)c3)n[nH]c2=S)cc1` gave Hsp70 displacement -2.1% and MKP-3 inhibition 0%.
Screening COc1ccccc1OCCCOc1ccc(C)c(C)c1 returned Hsp70 displacement 4.1% and MKP-3 inhibition 0%.
Screening N/C(=N\OC(=O)Nc1ccc(Cl)c(Cl)c1)c1ncc(C(F)(F)F)cc1Cl returned Hsp70 displacement 1.6%.
O=C(Cn1cc(C(=O)C2CC2)c2ccccc21)NCC1CCCO1 (configuration not stated) was read as Hsp70 displacement 0.6% and MKP-3 inhibition -2%.
For N#Cc1c(-c2ccc(Cl)cc2)n(Cc2ccccc2)c(=O)n(Cc2ccccc2)c1=O the results were Hsp70 displacement 1.4% and MKP-3 inhibition 0%.
`O=C(CCOc1ccccc1)N1CCN(S(=O)(=O)c2cccs2)CC1` gave Hsp70 displacement 2.1%.
Screening C=CCOc1ccc(Oc2cc(C)nc(SC)n2)nn1 returned Hsp70 displacement -0.8%.
Screening COC(=O)c1ccc(/C=C2\SC(=S)N(c3cccc(C)c3C)C2=O)cc1 returned Hsp70 displacement -1.1% and MKP-3 inhibition -1%.
O=C(N/N=C/c1cc(I)ccc1O)c1ccccn1 was read as Hsp70 displacement 0.8% and MKP-3 inhibition 0%.
Cc1ccc(C(=O)NCCN(C)C)cc1 was read as Hsp70 displacement -3.7% and MKP-3 inhibition -2%.
